Autophagy mod = autophagy modulation, high-content screen | MEF GFP-LC3 puncta imaging; test concentration mostly 10 µM | calls only at 10 µM (by protocol) | 0.98% of 190,000 active | AID 463193;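 active means percentage of spot-positive cells more than 3 SD above its plate mean, without a fluorescence outlier flag or 80% toxicity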;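 further: spot-positive cell cutoff set from DMSO-treated cells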
MT stabilizer = microtubule stabilizers in HeLa cells; HeLa tubulin immunostaining HCS, 24 h; share of cells brighter than vehicle mean+2SD; % tubulin-high responders, % at 10 µM; 0.83% of 200,000 active; AID 2205;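 active means plate Z-score above 3 for both tubulin-high and condensed-nucleus cell shares, with cell loss under 80%, at 10 µM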;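 further: anti alpha tubulin signal scored within the nucleus-defined area of each cell; some results filed as inactive read as strong as hits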
Insulin prom up = MIN6 insulin promoter up-regulation | MIN6 insulin promoter-GFP reporter, high-content imaging; stronger effect = higher value | z-score at 5 µM | 0.3% of 190,000 active;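 active means z-score above 3 at 5 µM with at least 500 cells counted in the well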
Hep lipid drop = modulators of hepatic lipid droplet formation | 0.4% of 240,000 active | AML12 mouse hepatocytes, oleate lipid droplets, BODIPY imaging | AID 1656 | inhibition, % at 6.5 µM;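 active means lipid droplet intensity inhibited by at least 50%, with more than 500 cells counted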
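Test system: AML12 hepatocytes (mouse); reagent: oleate loading, 100 µM; dosing: one dose, 6.5 µM compound; incubation: overnight exposure; signal: fluorescence imaging, 20x objective, two fields per well; read-out basis: % inhibition of corrected integrated BODIPY droplet signal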
b-catenin transl = modulators of beta-catenin nuclear translocation. AID 1665. nuclear translocation activity, % at 5 µM. 0.3% of 190,000 active. HeLa beta-catenin nuclear translocation, immunofluorescence imaging;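 active means nuclear translocation activity above 50% at 5 µM, with a well cell count of 50 or more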;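 further: per-cell ratio of nuclear to cytoplasmic median beta-catenin stain intensity; plate controls were DMSO negative control for no effect and GSK-3 inhibitor IX positive control for full effect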
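Test system: human HeLa cells, native beta-catenin. Compound dosing: 5 µM primary single dose, 0.1% DMSO, 0.02–20 µM confirmation series. Incubation: compound exposure 24 h at 37°C. Detection: beta-catenin immunostaining with DAPI counterstain, 20x imaging, 6 fields/well. Read-out basis: Nuclear/cytoplasmic beta-catenin signal ratio, % activation.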
TNAP activators = human TNAP enzyme activators, primary screen, biochemical, luminescent, no phosphate acceptor, uHTS (AID 1001); one-dose activation fold at 20 µM; EC50 in µM for titrated hits; 0.03% of 200,000 active; purified TNAP, luminescent activation assay, no phosphate acceptor; higher activation fold means a stronger effect; in the data active means activation fold from about 3, or a potency from the dose series; inactive means the rest, 99 in 100 with activation fold below about 1.6; further: many of its hits are not listed in these tables
T cell modulator = T cell immune modulators affecting CD8 T cell-vesicle binding; 2C CD8+ T cell-vesicle binding, flow cytometry; stronger effect = lower value; calls only at 7 µM; 0.068% of 330,000 active;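 active means response, share of CD8 T cells binding vesicles, and their 90th percentile fluorescence all below set limits, cut at about 80% in these data, passing the limit was not always enough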
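System: murine 2C transgenic CD8+ T lymphocytes; also added: QL9-loaded Drosophila micro-vesicles; times: binding 1.5 h at 37 °C; measured by: flow cytometry, PE anti-B7-1 (FL2) versus Alexa647 anti-CD8 (FL8), PFA-fixed; control set: Peptide-free naked vesicles (low) and QL9 vesicles with 0.7% DMSO vehicle (high)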
human PMI inhibition = inhibitors of human PMI, primary screen, biochemical, fluorescence intensity, coupled assay (AID 1209); purified PMI enzyme, coupled fluorescence intensity; higher % means a stronger effect; 0.42% of 190,000 active; inhibition, % at 20 µM, or IC50 in µM where a hit was titrated;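 further: plate controls were DMSO vehicle for no effect and wells lacking substrate for full effect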
human PMI inhibitors = MPI inhibition at elevated mannose 6-phosphate – biochemical, fluorescence intensity, high mannose 6-phosphate, primary screen (AID 1220). recombinant PMI enzyme, coupled fluorescence intensity; higher % means a stronger effect. inhibition, % at 20 µM, or IC50 in µM where a hit was titrated. 0.66% of 190,000 active
Insulin prom up cell count = second read-out of Insulin prom up, no call of its own (marks repeat the call); cell count; measured here: cytotoxicity, nuclei count;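 total cells summed across four imaged fields per well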
Hep lipid drop cells 6.5 µM = second read-out of Hep lipid drop, no call of its own (marks repeat the call); cell count; measured here: cell count, cytotoxicity flag;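 cells counted across two imaged fields per well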
b-catenin transl cell count 5 µM = recorded beside b-catenin transl, whose call it bears; cell count; measured here: cell count, cytotoxicity flag
T cell modulator vesicle-bound % = also measured in T cell modulator; calls as there; double positive events, %; measured here: CD8+ vesicle-bound cell fraction;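 binding gate set so that unloaded-vesicle control wells show 10% double positive cells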
MT stabilizer Hoechst-high % = further read-out of MT stabilizer, marked with its call; % Hoechst-high responders; measured here: nuclear condensation Hoechst responders;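 share of cells brighter than vehicle mean plus two SD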
MT stabilizer cytotoxicity % = also measured in MT stabilizer; calls as there; toxicity, %; measured here: cytotoxicity by cell density;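 0% = mean cell density of plate MIN control wells and 100% = no cells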
Autophagy mod cell loss 18 h = second read-out of Autophagy mod, no call of its own (marks repeat the call); toxicity, %; measured here: cell loss, nuclei count;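 cell loss after 18 h compound exposure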
Starred values were filed as active, the others as inactive; i = inactive; / = not tested or not shown; + = active, no number. Unless noted, no stated cut-off is given here; in the data, active means inhibition above about 50%; inactive means the rest.

SMILES	Autophagy mod	Autophagy mod cell loss 18 h	MT stabilizer	MT stabilizer Hoechst-high %	MT stabilizer cytotoxicity %	Insulin prom up	Insulin prom up cell count	Hep lipid drop	Hep lipid drop cells 6.5 µM	b-catenin transl	b-catenin transl cell count 5 µM	TNAP activators	T cell modulator	T cell modulator vesicle-bound %	human PMI inhibition	human PMI inhibitors
CCN(CC)S(=O)(=O)c1cc([N+](=O)[O-])ccc1N1CCC(C(N)=O)CC1	i	16.4	4.4	1.3	6.8	0.02	1326	17.6	755	-1.8	1097	1.1	i	18.5	14.5%	20.7%
O=C(O)C1Cc2ccccc2CN1C(=O)COc1ccc(Br)cc1 (stereo not given)	i	3.2	2.2	1.8	7.0	0.37	1142	0.2	720	0.6	1086	1.1	i	23.0	-10.5%	-11.1%
O=[N+]([O-])c1cccc(CSc2ncnc3ccccc23)c1	i	13.5	9.6	2.3	6.6	0.08	1367	6.3	690	-3.4	1070	1	i	28.6	6.3%	7.6%
COC(=O)c1n[nH]n(-c2cc(Cl)cc(Cl)c2)c1=O	/	/	/	/	/	0.47	1413	9.6	687	0.6	1028	/	i	26.5	/	/
O=C(CCCNS(=O)(=O)c1cccc2nsnc12)NCCN1CCN(c2ccccc2F)CC1	i	-26.9	4.4	2.8	3.2	-0.38	1369	18.7	693	-1.4	1144	1	i	41.3	-3.5%	-2.5%
Cn1c(SCC(=O)NCc2cccs2)nnc1-c1ccc(S(=O)(=O)N2CCCC2)cc1	i	-3.8	1.9	1.1	7.5	-0.09	1155	/	/	-2.1	906	1.1	i	30.1	1.6%	3.5%
CCN(CC)CCNC(=O)CCCNC(=O)Cn1cnc2sc(C)c(C)c2c1=O	i	-8.3	2.0	3.0	13.1	/	/	/	/	/	/	1	i	12.4	-7.6%	-2.3%
COc1ccc2c(C)cc(SCC(=O)N3CCOCC3)nc2c1	i	11.6	3.1	2.1	16.4	0.93	1220	/	/	-3.6	889	1.2	i	38.8	15.6%	13.7%
COc1ccc(S(=O)(=O)N2CCN(c3c(C)cccc3C)CC2)cc1OC	i	5.9	4.2	2.4	4.0	0.43	883	/	/	/	/	1	i	61.1	12.9%	14.2%
CCOC(=O)c1nsnc1NCCSC(=N)N	i	-13.3	5.6	2.0	5.4	0.05	1270	-3.1	706	-3.8	576	0.8	i	33.7	2.3%	-8.9%
Cn1ncc(Br)c1N1C(=O)CCC1=O	/	/	/	/	/	0	1160	6.2	756	0.3	1299	/	i	35.8	/	/
NNC(=O)c1cc(-c2cccs2)nc2ccccc12	/	/	/	/	/	-1.04	1447	14.1	695	-1.8	1144	/	i	48.3	/	/
O=C(NC(=S)NCc1cccnc1)c1ccccc1	i	-12.3	2.7	2.5	6.9	/	/	3.5	604	1.0	977	1.2	i	51.9	7.0%	-4.0%
CCOC(=O)C1(CCCc2ccccc2)CCN(C(=O)CN2CCOC2=O)CC1	i	27.4	2.7	2.1	2.7	-0.54	1416	-19.7	750	0.9	959	1	i	56.4	9.3%	4.8%
CC(C)NC(=O)c1ccc(-c2ccc(Cl)c(C(F)(F)F)c2)o1	i	34.1	1.9	0.9	3.3	-0.94	1051	-2.0	731	/	/	1.1	i	27.2	7.6%	-2.1%
O=C(CCO)c1ccc(O)cc1	i	-10.3	1.9	1.6	7.5	-0.53	1374	2.3	744	-2.2	1137	1	i	25.9	4.7%	-11.0%
Clc1ccccc1-c1cc(COc2ccc3ccccc3c2)no1	i	-34.7	2.6	1.5	8.4	1.1	1694	-7.2	483	-0.3	930	1	i	48.2	9.5%	6.3%
Cn1cccc1Cc1nnc(SCC(=O)NCc2ccco2)n1-c1ccc(F)cc1	i	-6.4	3.3	2.2	5.9	0.26	1665	-11.1	643	-1.3	1088	1.1	i	56.8	15.1%	14.6%
C=CCn1c(NCCO)nc2c1c(=O)n(C)c(=O)n2C	i	8.4	6.1	2.9	5.9	-0.1	1013	/	/	-0.5	1140	1	i	16.6	-5.2%	-2.2%
COC(=O)COc1ccccc1C(N)=O	i	-8.0	0.7	0.8	0.6	0.46	738	-2.7	760	/	/	1.1	i	21.6	5.8%	1.2%
O=C(COC(=O)c1ccc(CNS(=O)(=O)c2ccc(F)c(Cl)c2)cc1)NCC1CCCCC1	i	11.0	2.2	2.8	3.6	0.08	1475	2.1	572	-1.6	1120	1	i	43.4	0.9%	-1.9%
O=C(Nc1ccc(OC(=O)c2ccco2)cc1)c1ccco1	i	9.0	2.2	1.8	4.1	0.14	1202	-33.1	601	-2.8	1195	1.1	i	43.8	-4.9%	-10.8%
Cc1[nH]ccc(=O)c1OCc1c(F)cccc1Cl	i	-6.2	8.7	2.3	12.7	0.19	1220	-16.2	684	-2.8	1114	1	i	63.4	-15.3%	-14.0%
Cc1ccc(OCc2nc3c4c(ncn3n2)-c2ccccc2CC42CCCC2)cc1	i	-1.4	3.7	2.8	6.1	0.01	2268	-49.1	559	0.6	953	0.9	i	50.7	7.8%	7.6%
CN(C)C(=O)CSc1nnc(Cc2ccccc2)n1CC1CCCO1 (stereo not given)	i	-6.6	2.7	2.2	6.0	0.24	1211	2.5	723	-3.0	1123	1.1	i	48.1	-7.9%	-1.2%
CCc1c(C(=O)NCc2cnn(C)c2)csc1C	i	5.8	3.8	1.8	5.1	0.19	1243	-7.5	726	-3.7	594	1.1	i	28.7	-8.8%	-4.9%
COc1ccccc1CNC(=O)C1CCN(S(=O)(=O)N2CCCCC2)CC1	i	-0.6	1.8	1.3	16.4	-0.17	1842	-1.6	689	0.0	1108	1.1	i	19.0	4.4%	3.9%
Cc1n[nH]c(C)c1N1C(=O)c2cccc3c(N4CCCCCC4)ccc(c23)C1=O	+	0.9*	5.1	4.0	10.9	/	/	/	/	-0.2	1118	0.9	i	46.9	18.0%	19.1%
C=CCNC(=O)c1ccc(C)c(Br)c1	i	-10.4	3.6	1.3	4.9	-0.12	1159	2.6	679	-0.3	1059	1.1	i	28.7	3.9%	1.1%
COc1cc(CSC)nc(-c2ccccc2)n1	i	-5.0	1.8	1.1	0.6	-0.31	1256	-4.6	737	-3.0	1124	1.1	i	43.2	-3.7%	-5.8%
CCOC(=O)c1ccc(CNC(=O)Cn2nnc(-c3ccc(C)cc3)n2)o1	i	9.1	3.3	1.7	0.1	-0.37	1464	/	/	-2.8	999	1	i	59.4	-3.9%	-0.5%
Nn1c(=S)[nH]nc(Cc2ccc(O)cc2)c1=O	i	-7.2	4.2	2.9	2.4	0.17	1143	-2.4	673	-2.8	567	1	i	12.4	-4.5%	-0.9%
Cc1ccc(NC(=O)CCN2C(=O)CSC2=O)c(C)c1	i	-12.3	2.2	1.5	4.5	/	/	22.5	714	4.7	483	1.1	i	19.0	11.7%	13.0%
COCCNC(=O)C(=O)N/N=C(\C)CC(=O)Nc1ccc(Cl)cc1Cl	i	-7.8	3.8	2.4	3.4	-0.12	1301	-6.4	670	-0.9	1225	1.1	i	3.9	4.5%	0.9%
O=C(/C=C/c1ccc(Cl)c(Cl)c1)n1cccn1	i	-6.1	2.7	2.3	3.9	0.11	1523	/	/	-0.9	1328	1	i	43.7	5.5%	4.2%
COC(=O)CCN(C1CCCCC1)S(=O)(=O)c1ccc(S(=O)(=O)NC2CCCCC2)cc1	i	-3.2	2.3	1.8	6.0	/	/	-1.6	779	4.3	1075	1	i	12.0	18.4%	17.1%
OCCSc1nc(N2CCOCC2)nc(N2CCOCC2)n1	i	-29.9	3.0	2.0	8.5	-0.01	1190	17.2	658	0.8	1136	1.1	i	42.6	0.6%	-4.6%
COc1ccc(F)cc1C(=O)C1CCCN(Cc2cccn2-c2cccnc2)C1 (stereo not given)	i	10.2	1.8	2.3	9.1	-0.26	1457	-42.1	747	-0.2	1032	1	i	31.1	6.1%	3.0%
C/C(=N\NC(=O)Cc1csc(N2CCOCC2)n1)c1ccc(Cl)c(Cl)c1	i	-10.0	2.0	3.3	12.6	-0.2	1109	-4.5	711	0.5	1048	1	i	26.1	-4.7%	-6.0%
Cn1c(=O)oc2cc(S(=O)(=O)NCCN3CCc4ccccc4C3)ccc21	i	-2.3	5.9	2.6	6.2	-0.11	1239	10.3	746	-5.2	1234	1.1	i	64.7	-3.4%	-2.4%
CC1CC(C)(C)CC2(C1)NC(=S)N(c1ccccc1)N2 (stereo not given)	i	-10.2	2.1	2.1	12.3	0.51	1019	15.7	785	/	/	0.9	i	22.9	-73.1%	-101.0%
Cc1cc(C)n2c(Nc3ccc4c(c3)OCCO4)c(-c3ccc(C)o3)nc2n1	i	3.5	6.0	2.5	3.9	0.09	996	/	/	/	/	1.1	i	31.1	-4.0%	0.2%
O=C(NCCSCc1ccc(Cl)cc1)c1cccs1	/	/	/	/	/	-0.42	1403	1.3	765	0.0	1186	/	i	15.4	/	/
CCCCNC(=O)CSc1nnc(Cc2ccccc2)n1CC1CCCO1 (stereo not given)	i	-9.0	1.2	0.6	10.0	0.19	1490	1.5	666	-0.1	1457	1.1	i	32.0	1.0%	4.0%
